VP16 counter – counter-screen for ROR gamma inhibitors: Gal4-VP16 reporter | Potency, µM (series often up to 53.6 µM), inactives show top-dose activity, negative = inhibition, hits mostly inhibitors | AID 2546 | 3.5% of 310,000 active | Drosophila S2 Gal4-VP16 UAS-luciferase, luminescence, 20 h;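 note: Gal4-VP16 expression switched on by copper sulfate through the metallothionein promoter; potency is the fitted concentration of half-maximal effect; % is set by controls: 0 for no effect and ±100 for the full control effect; nearly all actives have a fitted effect of over 50% in size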
Tb PFK inh – T. brucei PFK enzyme inhibition; 0.17% of 330,000 active; AID 485367; Potency, µM (series often up to 57.5 µM), without a hit: at the highest dose activity, negative = inhibition, actives largely listed as inhibitors; T. brucei PFK, ADP-Glo luminescence;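 note: potency is the fitted concentration of half-maximal effect; 0% = uninhibited 1x PFK enzyme wells and -100% = no-enzyme wells; nearly all actives have a fitted effect of over 60% in size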
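ADP-Glo luminescence quantified ADP after 45 min at room temperature, with 1.25 nM T. brucei PFK, 0.1 mM ATP and 0.5 mM fructose-6-phosphate in pH 8.0 TEA buffer. qHTS titrations up to 57 µM; curves classified by quality.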
Giardia kill – kills Giardia lamblia; Giardia lamblia trophozoite viability; activity change, % at 7.66 µM, hits read low; 0.15% of 340,000 active; in the data active = activity change below about -80%; inconclusive = between about -30% and that limit;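 note: parasites exposed to compound for two days anaerobically before the ATP read; % is set by controls: 0 for no effect and ±100 for the full control effect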
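Anaerobic 48 hrs incubation at 37 deg C of 100 trophozoites/well with test compounds; ATPLite 1-Step luminescence, 15-30 min RT, reports cellular ATP as viability.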
NPC1 promoter act – NPC1 promoter activation; Huh7 NPC1 promoter luciferase reporter, 24 h; Potency, µM (titrated, usually from 9.22 µM), for inactives: at the highest dose activation, actives largely listed as activators; AID 485313; 2.4% of 320,000 active;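 note: potency is the fitted concentration of half-maximal effect; % of control where 0% means no effect; nearly all actives have a fitted effect of over 60% in size; reporter is driven by a mutant NPC1 promoter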
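NPC1 promoter–luciferase Huh7 cells; 24 h compound; luminescence.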
FBPA coupling cs – coupling enzyme interference in Giardia aldolase counter-screen | coupling enzyme system counterscreen, AmpLite Red fluorescence | activity change, negative = inhibition, % at 58.2 µM, hits read low | 0.67% of 290,000 active | AID 2472; in the data active = activity change below about -30%; note: % is set by controls: 0 for no effect and ±100 for the full control effect
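Coupling enzymes only (glyceraldehyde-3-phosphate) + compound, at 57.5 uM final, 10 min RT; add substrate/coupling/AmpLite Red mix, 20 min RT; fluorescence ex 525/em 598 nm. Actives flag coupling-system interference.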
FLuc modulator – firefly luciferase modulation, counter-screen for miR-21 project; P08659; Potency, µM (titrated, usually from 57.5 µM), for inactives: at the highest dose activity change, negative = inhibition, hits mostly inhibitors; 6.9% of 360,000 active; purified FLuc, Km substrates, luminescence inhibition;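 note: potency is the fitted concentration of half-maximal effect; plate controls were vehicle for no effect and reference inhibitor for full effect; nearly all actives have a fitted effect of over 55% in size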
Target sequence (P08659 whole entry, looked up): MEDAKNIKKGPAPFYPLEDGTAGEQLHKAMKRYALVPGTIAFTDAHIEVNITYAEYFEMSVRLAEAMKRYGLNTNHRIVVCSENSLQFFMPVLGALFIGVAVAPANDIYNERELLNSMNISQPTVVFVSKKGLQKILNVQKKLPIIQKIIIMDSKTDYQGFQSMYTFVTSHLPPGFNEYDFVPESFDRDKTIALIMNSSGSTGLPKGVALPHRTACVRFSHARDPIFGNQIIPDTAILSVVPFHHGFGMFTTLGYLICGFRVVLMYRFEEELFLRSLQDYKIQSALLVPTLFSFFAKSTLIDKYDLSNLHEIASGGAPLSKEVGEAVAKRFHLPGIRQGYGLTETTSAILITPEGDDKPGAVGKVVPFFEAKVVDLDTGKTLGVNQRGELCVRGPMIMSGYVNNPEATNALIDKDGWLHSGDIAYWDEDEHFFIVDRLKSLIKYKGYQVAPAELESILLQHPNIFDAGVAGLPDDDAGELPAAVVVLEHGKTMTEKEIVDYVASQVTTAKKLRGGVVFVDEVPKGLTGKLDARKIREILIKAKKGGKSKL
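Purified P. pyralis luciferase (10nM final) with 10uM D-luciferin and 10uM ATP (Km levels) in 50mM Tris acetate pH 7.5, 10mM Mg acetate, 0.01% Tween-20, 0.05% BSA; qHTS 6-point titration, ~60 µM downward; luminescence read.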
uPA surface inh – inhibitors of cell surface uPA generation; 0.31% of 330,000 active; cell surface uPA generation assay, qHTS; AID 540303; Potency, µM (titrated, usually from 38.3 µM), for inactives: top-dose activity change, negative = inhibition, most hits filed as inhibitors; active = well fitted inhibition curve with a large enough effect; inconclusive = small, poorly fitted or top-dose-only effect; inactive = no such curve, though single readings can be large or run the other way; tested in mouse RAW 264.7 cells; note: potency is the fitted concentration of half-maximal effect; % is set by controls: 0 for no effect and ±100 for the full control effect; nearly all actives have a fitted effect of over 55% in size
ELG1 genotoxic – inducers of genotoxicity in HEK293T ELG1-luciferase cells. HEK293T ELG1-luciferase reporter, luminescence, 16 h. Potency, µM (titrated, usually from 46 µM), for inactives: at the highest dose activity change, positive = activation, most hits filed as activators. 1.3% of 330,000 active; note: potency is the fitted concentration of half-maximal effect; % of control where 0% means no effect; nearly all actives have a fitted effect of over 60% in size
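Luminescence read-out: rising ELG1-luciferase signal, reflecting elevated ELG1 protein under genetic stress, flags genotoxic compounds. Cells were treated for 16 hr at 37 °C before ONE-Glo detection.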
KCNH2 3.1 inh – blocks the human KCNH2 3.1 channel isoform | U2OS KCNH2 3.1, thallium flux FluxOr; stronger effect = lower value | activity change, % (tested at about 1.8 µM) | 0.95% of 340,000 active | AID 720553;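 active = maximum activity change below -70%; inconclusive = maximum activity change from -70% to -50%; inactive = maximum activity change above -50%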;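 note: thallium influx rate constant from kinetic fluorescence after stimulation buffer; % is set by controls: 0 for no effect and ±100 for the full control effect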
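Steps: virus added to U2OS suspension (4 h, RT, dark); medium with 10% FBS added, cells plated, 37 C overnight; FluxOr/Red40 loading buffer 45 min RT; stimulation buffer, 2 min kinetic read; rate constant normalized.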
RORg inh – inhibitors of mouse ROR gamma transcriptional activity | P51450 | Drosophila S2 Gal4-RORgamma UAS-luciferase reporter, 20 h | Potency, µM (doses to about 53.6 µM), without a hit: at the highest dose activity change, negative = inhibition, hits mostly inhibitors | 5.4% of 310,000 active; note: potency is the fitted concentration of half-maximal effect; % is set by controls: 0 for no effect and ±100 for the full control effect; nearly all actives have a fitted effect of over 60% in size
Target sequence (P51450 whole entry, looked up, the tested form may be a part): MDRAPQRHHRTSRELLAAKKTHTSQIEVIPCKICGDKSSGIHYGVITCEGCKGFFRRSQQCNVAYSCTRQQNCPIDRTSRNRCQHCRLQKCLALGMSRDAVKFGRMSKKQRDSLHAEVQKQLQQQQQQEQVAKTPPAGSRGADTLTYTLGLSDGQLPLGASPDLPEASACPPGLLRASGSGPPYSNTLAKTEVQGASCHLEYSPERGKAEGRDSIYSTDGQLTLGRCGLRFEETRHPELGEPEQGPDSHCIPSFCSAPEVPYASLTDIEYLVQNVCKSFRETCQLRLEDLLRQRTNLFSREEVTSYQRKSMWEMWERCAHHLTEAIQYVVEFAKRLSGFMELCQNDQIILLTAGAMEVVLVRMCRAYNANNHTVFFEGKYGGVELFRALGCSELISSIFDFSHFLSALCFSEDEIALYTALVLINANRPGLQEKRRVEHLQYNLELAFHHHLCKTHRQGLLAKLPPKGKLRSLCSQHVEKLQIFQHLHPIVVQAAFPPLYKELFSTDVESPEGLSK
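Drosophila Schneider cells stably carrying a metallothionein-driven Gal4 DBD–ROR gamma fusion and a UAS-Photinus luciferase reporter were exposed to compound for 1 hr, then induced with copper sulfate (700 uM final) for 20 hr at ambient temperature before luminescence reading.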
Rab9 promoter act – Rab9 promoter activation; AID 485297; 2.8% of 320,000 active; Potency, µM (top dose mostly 9.22 µM), for inactives: at the highest dose activation, negative = inhibition, most hits filed as activators; Huh7 Rab9 promoter-luciferase reporter, luminescence, 24 h; note: potency is the fitted concentration of half-maximal effect; % of control where 0% means no effect; nearly all actives have a fitted effect of over 60% in size
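Cells were plated at 1500 per well in reduced-serum medium with 10% FBS and left 2 h. Compound in DMSO was then added for 24 h at 37 °C. Reporter signal was read by luminescence after 10 min with luciferase detection reagent.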
Starred values were filed as active, the others as inactive; ? = inconclusive; · = no result given; [ ] = dose if it differs, or a comment. Unless noted, calls come from the whole dose curve; as a rule, active = well fitted curve in the direction sought with a large enough effect; inconclusive = small, poorly fitted or top-dose-only effect, or another doubt; inactive = no such curve, though single readings can be large; an effect the other way counts as inactive or inconclusive. Outcome played no part in choosing rows (roughly 14% active in at least one column).

SMILES | VP16 counter | Tb PFK inh | Giardia kill | NPC1 promoter act | FBPA coupling cs | FLuc modulator | uPA surface inh | ELG1 genotoxic | KCNH2 3.1 inh | RORg inh | Rab9 promoter act
CC(C)CNC(=O)COC(=O)C1c2ccccc2Oc2ccccc21 | -8% | -16% | -7 | -8% | 2 | 0% | -1% | 1% | 4 | -13% | -2%[1.84 µM]
Cc1cccc(C)c1OCCNC(=O)OCc1ccccc1 | -3% | -1% | 6 | -3% | 1 | -1% | -9% | -9% | -4 | 31% | 10%
Cc1ccc2nc3c(cc2c1)c(NC(=O)C1CCCO1)nn3CC(C)C (centres undefined) | 8% | 4% | -1 | -4% | -18 | -15% | 0% | -4% | 10 | -12% | 0%
Cc1ccccc1N1C(=O)c2cccc3c(N(C)CCO)ccc(c23)C1=O | -2% | 5% | 1 | 1% | -8 | -9% | 6% | -2% | 7 | 11µM* | -4%
CCc1ccccc1Nc1nc(N)nc(COC(=O)C2CCN(C(=O)c3ccc(F)cc3)CC2)n1 | · | 1% | -16 | 0% | · | 1% | -3% | -3% | -9 | · | 1%
CC(C)NC(=O)C1CCCN(S(=O)(=O)c2ccc(-n3cnnn3)cc2)C1 (centres undefined) | -3% | 2% | -16 | 1% | -2 | -1% | · | -5% | 3 | 42% | 0%
Cc1cc(NC(=O)c2cc3cccc([N+](=O)[O-])c3[nH]2)ccc1F | 1% | 0% | -19 | 2.5µM* | -14 | 5.4µM* | ? | ? | 41 | 35% | 2.2µM*
CCOc1cccc(CNCCCSc2ncccn2)c1 | -13% | -4% | ? | 0% | 0 | -1% | -4% | 1% | -10 | -12% | 0%
COc1ccc(N2CCN(c3ncnc4scc(-c5ccc(C)cc5)c34)CC2)cc1 | 5% | -1% | 5 | -2% | -8 | 1% | -2% | 2% | -2 | -4% | -5%
O=C(NC1CC2CCCC(C1)N2C(=O)Nc1ccccc1)C1CC1 (centres undefined) | -3% | 0% | -2 | -3% | -1 | 0% | 1% | -1% | 2 | 2% | 3%
CCCCn1c(=O)[nH]c(=O)c2c1nc(COC(=O)c1c(C)noc1C)n2CCC | -4% | 0% | 4 | 0% | 2 | 3% | 1% | 0% | -1 | -22% | 5%
CC1(C)C[C@@H](O)[C@]2(C)CC[C@]3(C)C(=CCC4[C@@]5(C)CC[C@H](O)[C@](C)(CO)C5CC[C@]43C)[C@@H]2C1 (some centres undefined) | · | 0% | -12 | · | · | · | -2% | 1% | 3 | · | ·
CCc1ccc(/C=C/C(=O)c2c(C)cc(C)[nH]c2=O)cc1 | ? | 1% | -24 | -5% | 2 | ? | -16% | -52%[inhibitor] | 5 | ? | -10%
O=c1[nH]nc(SCc2ccccc2)c(=O)[nH]1 | -3% | 0% | -22 | 2% | 3 | 1% | -8% | 3% | 2 | -6%[10 µM] | -2%
O=C1CC(c2cccc(Br)c2)C2=C(CCCC2=O)N1 (centres undefined) | 4% | -3% | -1 | 1% | -1 | 11% | -4% | 0% | 1 | 3% | -2%
CC(=O)c1c(C)[nH]c(C(=O)CN2C(=O)NC(C)(c3ccc4c(c3)OCCO4)C2=O)c1C (centres undefined) | · | 0% | -8 | -4% | · | 8% | -25% | ? | -20 | · | -5%
O=C(CNC(=O)c1ccccc1)NCC1COc2ccccc2O1 (centres undefined) | 0% | -5% | 2 | -1% | -2 | -2% | 4% | 4% | -15 | ? | 0%
CCOC(=O)[C@@H]1[C@H]2COc3ccc(Br)cc3[C@@H]2N2C(=O)N(c3ccccc3)C(=O)[C@]12C | -5% | 4% | 8 | 0% | -2 | 1% | 10% | -6% | -8 | 23% | 0%
COC(=O)[C@H](C)N(Cc1ccc(Cl)c(Cl)c1)S(=O)(=O)CCNC1CCCC1 | · | -9% | -21 | · | · | · | -18% | 1% | 3 | · | ·
O=C(COC(=O)c1ccc(Cl)s1)c1cc2ccccc2o1 | 1% | -1% | -2 | 4% | 3 | 24µM* | 2% | 2% | -15 | 15% | 2%
COc1ccc(NC(=O)c2cc(-c3cc(C)c(C)cc3O)n[nH]2)c(OC)c1 | -19% | 7% | 10 | -1% | 0 | 2% | -1% | 0% | -4 | -22% | -2%
COC(=O)[C@@]12CCCCN1[C@H](c1ccc(-c3ccc(F)cc3)c(OC)c1)[C@@H]1C(=O)N(C)C(=O)[C@@H]12 | · | 0% | 22 | -1% | · | 4% | -22% | -6% | 1 | · | -5%
Cc1c(CC(=O)NCCCC(=O)O)c(=O)oc2cc3occ(-c4ccccc4)c3cc12 | -3% | 4% | -4 | 0% | 9 | 19µM* | 7% | 4% | 6 | -5% | 7%
CC(NC(=O)c1cc2ccccc2o1)c1cccs1 (centres undefined) | -8% | -5% | -8 | -2% | -3 | -4% | -2% | 5% | 0 | 17% | 13%
Nc1ccccc1SC(C[N+](=O)[O-])c1ccccc1 (centres undefined) | ? | 13µM* | -29 | 6% | -5 | 11µM* | ? | ? | -8 | ? | 7%
COCCn1c(SCc2cnc(-c3ccccc3)s2)nnc1-c1ccncc1 | 1% | -1% | 3 | 2% | 1 | ? | 3% | -6% | 9 | 36% | 10%
CC1(C)Cc2c(c(-c3ccccc3)[nH]c(=O)c2C#N)CS1 | -6% | ? | -7 | -3% | 2 | -2%[2.3 µM] | -2% | 0% | 6 | ? | 1%
O=C(CN1C(=O)NC2(CCCC2)C1=O)N1CCN(S(=O)(=O)c2cc(Cl)ccc2Cl)CC1 | · | -2% | -25 | 0% | · | -2% | -26% | 2% | 8 | · | -10%
COc1cccc(Nc2ncnc3sc(C)cc23)c1 | -7% | -2% | 3 | 26% | · | 17µM* | -6% | ? | 11 | 14% | ?
C/C(=N\NC(=O)c1ccccc1O)C1CC1 | 7% | 0% | 4 | -4% | 1 | ? | 5% | 22% | -3 | ? | 1%
CCOc1cc(C(=S)N2CCOCC2)ccc1OC(=O)c1ccc(C)cc1 | -7% | 4% | -1 | -4% | -2 | -2% | -5% | -3% | -6 | 31% | 6%
O=[N+]([O-])c1ccc(N2CCOCC2)cc1NCCCO | 3% | -1% | 6 | 5% | -2 | -3% | -1% | 4% | 16 | -2% | -6%
CSC1=NC2(CCCCC2)CC12C=CC(=O)C=C2 | -1% | 1% | 5 | 5% | 3 | 0% | -7% | 5% | -5 | 7% | 2%
Cc1onc(-c2c(Cl)cccc2Cl)c1C(=O)c1c[nH]c(C(=O)NC2CC2)c1 | -11% | -6% | -10 | 1% | -1 | 3% | 4% | -3% | 1 | ? | 0%
O=C(Nc1cccc(S(=O)(=O)N2CCOCC2)c1)c1cc([N+](=O)[O-])ccc1N1CCOCC1 | · | 14% | 9 | -4% | · | 6% | 2% | 15% | 4 | · | 0%
COc1cc(C2Nc3cc(Cl)c(S(N)(=O)=O)cc3S(=O)(=O)N2)cc(OC)c1OC (centres undefined) | -1% | 0% | -16 | -1% | 1 | 2% | -1% | 2% | -2 | -2% | -5%
c1ccc(-c2cnc(CSc3nnc4ccccn34)o2)cc1 | -29% | -25% | 9 | 1.6µM* | -37* | 11µM* | 1% | 4.1µM* | -15 | -27% | 1µM*
O=C(COC(=O)c1cccc(S(=O)(=O)N2CCN(c3ccccc3)CC2)c1)NCc1ccco1 | 10µM* | ? | -10 | -9% | 2 | 0% | -3% | 0% | -10 | 8.9µM* | 3%
COc1ccc(C2(O)CN(c3ccc(C)cc3)C3=[N+]2CCCC3)cc1 (centres undefined) | 8% | 0% | -8 | -2% | 5 | 0% | -5% | -9% | -22 | 7% | -13%
Cc1ccc(CNCC(O)(c2ccc(F)cc2)c2ccc(F)cc2)cc1 | ? | 0% | 6 | -5% | -1 | 13% | -8% | -7% | ? | ? | -1%
N#Cc1cccc(S(=O)(=O)N2CCN(c3ccnc4cc(Cl)ccc34)CC2)c1 | ? | 0% | 5 | -6% | · | 7% | -22% | -19% | -47 | ? | 0%
CCC(CC)C(=O)Nc1nnc(S(=O)(=O)N2CCCc3ccccc32)s1 | -7% | -2% | -9 | -1% | 0 | 0% | -15% | 2% | 6 | 1% | 0%
CC(C)NC(=O)CSc1nnc(COc2ccccc2Cl)o1 | -12% | 3% | -24 | -2% | 3 | ? | 7% | 3% | · | 7% | 1%
Cc1occc1-c1nnc(SCC(=O)c2ccc(Cl)cc2)n1CC1CCCO1 (centres undefined) | 8% | -4% | 7 | -1% | 0 | -1% | -3% | 0% | 9 | 14% | -2%
CC1CC2(CCCCC2)Nc2ccc3ccccc3c21 (centres undefined) | -1% | 0% | -5 | -2% | -6 | 6% | 3% | -1% | -1 | ? | -2%

Screens from PubChem.
